FXIa mix inh – FXIa protease inhibitors in compound pools, primary screen, biochemical, 10-compound mixtures | inhibition, % at 5 µM | Coagulation factor XI (Homo sapiens), P03951 | 62,000 tested, 0.19% active | purified FXIa, fluorogenic substrate, pooled mixtures; in the data active = inhibition above about 20%, passing the limit was not always enough;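 also: each value is inhibition by a whole ten-compound pool holding the compound; 0% = enzyme with no mixture and 100% = wells lacking enzyme; strong numbers were not always called active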
CatS inh – inhibitors of human cathepsin S, biochemical, compound mixtures; P25774; recombinant cathepsin S, AMC dipeptide fluorescence, pooled mixtures; inhibition, %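 (tested at 5 µM per compound within 10-compound mixtures)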; 62,000 tested, 0.06% active; AID 501, 2006; in the data active = inhibition above about 32%, passing the limit was not always enough;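 also: 0% = enzyme without compound and 100% = blank without enzyme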
CatG inh – human cathepsin G inhibitors, primary screen, biochemical, pooled compound mixtures, AMC fluorescence; P08311; purified enzyme, AMC-tetrapeptide fluorescence; inhibition, % at 5 µM (by protocol); 62,000 tested, 0.2% active; AID 581, 2007;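 active = inhibition above 20% in each of the two mixture wells holding the compound; inactive = inhibition of 20% or less in either well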;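 also: 0% = enzyme control without mixture and 100% = blank lacking enzyme; strong numbers were not always called active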
CatB mix inh – cathepsin B inhibitors from pooled compounds, primary screen, biochemical, compound mixtures, AMC fluorescence | Purified cathepsin B, AMC dipeptide fluorescence | 62,000 tested, 0.06% active | inhibition, %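 (ten-compound pools at 5 µM per compound and 50 µM total)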; in the data active = inhibition above about 22%, passing the limit was not always enough;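 also: 0% = enzyme without compound and 100% = no enzyme blank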
CatB inh – human cathepsin B inhibitors, primary screen, biochemical, fluorogenic substrate | P07858 | purified cathepsin B, fluorescence | inhibition, %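 (tested at 10 µM)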 | 63,000 tested, 0.1% active | AID 453, 2006; in the data active = inhibition above about 21%;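 also: 0% = enzyme with no compound and 100% = no enzyme blank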
AP ELISA ortho – alternative complement pathway inhibitors, primary screen, biochemical, ELISA, human serum, orthogonally pooled compounds | LPS-coated ELISA, C3 deposition; tested in compound mixtures | inhibition, % at 5 µM | 62,000 tested, 0.08% active | AID 1235, 2008;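 active = inhibition above 30% in each of the two pooled mixtures holding the compound, so the lower value exceeds 30%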;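 also: 0% = serum in Mg-EGTA without compound and 100% = EDTA serum blank; some compounds past the cut are filed as inactive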
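Medium: diluted human serum in Mg2+-EGTA GVB++. Assay system: human serum complement alternative pathway, C3 deposition onto LPS. Also added: Plate-bound LPS. Technique: Anti-C3 ELISA, OD 450 nm. Measure: percent inhibition. Incubation: 1 h at 37 °C. Dosing: 5 µM each compound, pools of ten, 50 µM per pool.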
CatL block – inhibitors of human cathepsin L, biochemical; Procathepsin L (Homo sapiens), P07711; purified cathepsin L, fluorogenic substrate, fluorescence; inhibition, %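 (tested at 10 µM)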; 58,000 tested, 0.17% active; AID 460, 2006; in the data active = inhibition above about 45%;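 also: 0% = enzyme with no compound and 100% = no enzyme blank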
Target sequence (P07711 114-288 limits assumed): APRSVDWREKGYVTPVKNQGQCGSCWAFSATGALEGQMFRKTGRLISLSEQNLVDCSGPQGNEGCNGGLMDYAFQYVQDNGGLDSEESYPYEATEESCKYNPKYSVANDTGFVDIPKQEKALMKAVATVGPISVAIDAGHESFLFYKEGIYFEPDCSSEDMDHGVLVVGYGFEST
Target sequence (P07711 292-333 limits assumed): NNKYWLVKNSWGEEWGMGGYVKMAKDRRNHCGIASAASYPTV
E coli RNAP – E. coli RNAP inhibitors, biochemical. inhibition, %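 (tested at 10 µM)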. E. coli RNA polymerase, fluorescence transcription assay. 62,000 tested, 0.2% active. AID 559, 2006; in the data active = inhibition above about 20%;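 also: 0% = enzyme without compound and 100% = no enzyme blank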
C1s block – complement C1s protease inhibitors, primary screen, biochemical, 10-compound mixtures | Complement C1s subcomponent (Homo sapiens), P09871 | purified C1s, fluorogenic AMC substrate, pooled mixtures | mean inhibition % of two 10-compound mixtures (active compounds read high), % at 5 µM (by protocol) | 62,000 tested, 0.16% active;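 active = inhibition above 20% in each of the two 10-compound mixture wells holding the compound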;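 also: 0% = enzyme wells lacking compound mixture and 100% = no-enzyme blank wells; some compounds called inactive have numbers as strong as hits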
Target sequence (P09871 16-437 limits assumed): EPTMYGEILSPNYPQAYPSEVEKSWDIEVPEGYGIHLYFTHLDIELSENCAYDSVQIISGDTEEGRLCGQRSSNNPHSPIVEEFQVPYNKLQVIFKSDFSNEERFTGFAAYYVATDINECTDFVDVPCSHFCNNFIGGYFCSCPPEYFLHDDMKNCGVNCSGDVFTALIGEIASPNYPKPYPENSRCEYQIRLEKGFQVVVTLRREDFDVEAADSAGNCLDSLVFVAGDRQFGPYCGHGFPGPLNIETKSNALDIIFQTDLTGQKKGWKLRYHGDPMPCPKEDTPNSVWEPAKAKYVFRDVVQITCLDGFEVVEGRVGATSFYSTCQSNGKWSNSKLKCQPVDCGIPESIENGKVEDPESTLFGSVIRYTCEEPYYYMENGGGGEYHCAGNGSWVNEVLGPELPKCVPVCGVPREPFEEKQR
Target sequence (P09871 438-688 limits assumed): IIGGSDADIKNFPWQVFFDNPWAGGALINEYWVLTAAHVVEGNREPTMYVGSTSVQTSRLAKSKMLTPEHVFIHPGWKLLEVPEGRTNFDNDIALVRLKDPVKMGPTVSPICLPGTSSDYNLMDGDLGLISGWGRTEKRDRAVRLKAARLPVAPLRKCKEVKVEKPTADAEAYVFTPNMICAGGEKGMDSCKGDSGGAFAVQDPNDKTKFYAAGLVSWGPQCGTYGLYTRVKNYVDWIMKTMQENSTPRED
An asterisk follows results filed as active; x = not tested or not shown. Some of the compounds tested (hit frequency here may not be typical).

SMILES	FXIa mix inh	CatS inh	CatG inh	CatB mix inh	CatB inh	AP ELISA ortho	CatL block	E coli RNAP	C1s block
CC(C)C(NS(=O)(=O)c1ccc2c(c1)OCCO2)C(=O)NCCc1ccccn1 (centres undefined)	8	-6	7	0	7	7	11	6	10
Clc1ccccc1-c1nnc2sc(CCc3ccccc3)nn12	3	5	-2	-6	-4	2	9	2	7
COC(=O)[C@H](C)NC(=O)Nc1ccc(S(N)(=O)=O)cc1	1	-1	-3	3	-2	17	-7	x	-9
CCOC(=O)CSc1nc2ccccc2c(=O)n1CCCCCC(=O)NCc1ccco1	2	-5	-10	-1	1	-5	-2	-7	-29
O=S(=O)(c1ccc(Br)s1)N1CCN(c2ccccc2)CC1	8	0	1	7	1	14	2	4	3
S=C(c1ccc2c(c1)OCO2)N1CCCC1	9	-4	0	6	-7	24	-8	-2	4
COc1ccc(-c2cc(C(=O)NCc3cccnc3)no2)cc1OC	-1	-7	43	1	-1	0	-4	1	-12
COc1ccc(-n2cnnc2SCc2cnc(-c3ccccc3)s2)cc1	2	-1	4	2	4	23	-6	-3	-10
Cc1ccc(C(=O)Nc2ccc(S(=O)(=O)N3CCc4ccccc4C3)cc2)o1	-4	15	-3	-2	-1	3	-6	4	-18
C=CCn1c2ccccc2c2nnc(SCC(=O)NC(C(=O)OC)C(C)C)nc21 (centres undefined)	1	-4	-3	4	-5	7	1	9	-23
CCOc1ccc(Br)cc1S(=O)(=O)Nc1ccccc1N1CCOCC1	-9	-5	5	-2	4	1	7	5	-32
COc1ccc(OC)c(N=c2oc3cc(O)ccc3cc2C(N)=O)c1	-1	8	4	2	0	-3	-250	8	-22
CCOC(=O)c1cnc(-n2nc(C)cc2C)nc1NC	7	-2	14	2	-2	15	1	8	16
CC12C(=O)N(n3cnnc3)C(=O)C1C1C=CC2C1 (centres undefined)	8	-7	-4	-2	-1	6	0	2	-15
O=C(CN1CCc2ccccc21)NC(=O)NCc1ccco1	-11	-10	5	-2	3	19	-3	8	-43
Cc1sc2nc(SCc3nnc(-c4cccs4)o3)n(C3CCCC3)c(=O)c2c1C	8	1	8	5	3	14	-5	x	6
CC(=O)Nc1ccc2c(c1)CCCN2C(=O)c1ccccc1	0	-10	-3	-1	0	6	-2	6	-3
Nc1nc(SCC(=O)NCCCN2CCOCC2)nc2sc3c(c12)CCC3	3	6	6	1	x	30	x	x	4
Cc1cc(C)c(C#N)c(SCC(O)CS(=O)(=O)Cc2ccccc2)n1 (centres undefined)	-4	12	13	2	8	-3	12	8	6
CCCn1c(SCC(=O)NC)nnc1C(C)C	3	0	-2	5	-7	13	1	1	-34
CCNc1ccc(S(=O)(=O)C(F)(F)F)cc1NC(=O)C12CCC(CC1)C2	10	-4	6	3	0	6	10	5	22
COc1ccc(-c2c(C)n([O-])c3c([n+]2=O)CCC3)cc1OC	7	-15	7	4	2	8	9	x	5
NC(=O)c1c(NC(=O)COC(=O)CSc2nnc(-c3ccc(Cl)cc3)o2)sc2c1CCC2	3	-4	-2	1	4	-5	8	5	-1
NC(=O)c1cccc2c1C(=O)N(C1CCCCC1)C2	6	0	4	4	-1	8	6	3	1
COc1ccc(NC2=Nc3ccccc3CC2)cc1	6	7	5	7	8	15	16	-3	11
O=C(NCc1ccco1)c1cccc2ccccc12	-1	14	-10	6	8	-11	18	2	-18
Cc1csc(SCC(=O)N2CCN(S(=O)(=O)c3ccccc3)CC2)n1	3	-1	-9	-5	0	-2	-7	0	-57
Cn1c(C(=O)N2CCCC(C(=O)NCc3ccc4c(c3)OCO4)C2)cc2sccc21 (centres undefined)	2	0	9	0	-2	11	x	-1	0
Cc1c(CNCc2cccs2)c(C(=O)O)c(C)n1Cc1ccccc1	12	-3	1	-2	-1	7	1	-6	5
COc1cc(/C=N/n2cnnc2)ccc1OCCOc1ccccc1	5	26	0	-1	2	18	-1	1	-20

Shown with each value named: part of the list above
Cc1c(CNCc2cccs2)c(C(=O)O)c(C)n1Cc1ccccc1
  FXIa mix inh: 12
  CatS inh: -3
  CatG inh: 1
  CatB mix inh: -2
  CatB inh: -1
  AP ELISA ortho: 7
  CatL block: 1
  E coli RNAP: -6
  C1s block: 5
COc1cc(/C=N/n2cnnc2)ccc1OCCOc1ccccc1
  FXIa mix inh: 5
  CatS inh: 26
  CatG inh: 0
  CatB mix inh: -1
  CatB inh: 2
  AP ELISA ortho: 18
  CatL block: -1
  E coli RNAP: 1
  C1s block: -20

(cont.)
SMILES	FXIa mix inh	CatS inh	CatG inh	CatB mix inh	CatB inh	AP ELISA ortho	CatL block	E coli RNAP	C1s block
CCOC(=O)c1cccc(NC2c3ccccc3C(=O)N2Cc2ccco2)c1 (centres undefined)	9	20	2	12	2	6	22	13	0
COC(=O)c1ccccc1NC(=O)CSc1nnc(-c2ccncc2)o1	5	-9	10	-1	2	-7	-12	11	5
COC(=O)c1ccccc1S(=O)(=O)Nc1ccc(OC)nc1	4	2	-3	2	-1	-12	2	1	0
Cn1c(=O)c2c(nc(Oc3ccc4c(c3)OCO4)n2Cc2ccc(F)cc2)n(C)c1=O	9	3	6	-2	0	-4	-6	4	-4
CCCOc1ccc(C2C(C(=O)OC)=C(C)N=C3SCCC(=O)N32)cc1OCC (centres undefined)	2	0	10	0	0	6	14	4	12
COC(=O)c1ccc(-n2nnnc2SCC(=O)Nc2ccccc2OC)cc1	3	16	10	3	0	-11	8	13	14
CCOC(=O)Cn1c(=O)oc2cc(S(=O)(=O)N3CCN(c4ccccn4)CC3)ccc21	-14	-24	-26	-14	2	10	-6	-5	-192
Cc1nnc(NC2CCCCC2)[nH]c1=O	6	14	3	4	-5	3	0	8	3
COc1ccccc1NC(=O)COC(=O)CNC(=O)c1ccc(OC)c(OC)c1	2	14	10	5	2	11	5	10	8
Cc1cccc(NC(=O)Nc2cccc(C#N)c2)n1	6	6	10	7	2	5	37	8	7
Cc1ccc(NC(=O)Cn2cccc2)c(Br)c1	8	-5	6	4	-3	10	3	5	-30
Cc1nc(C2CC(=O)OC23CCCCC3)cs1 (centres undefined)	-11	-9	0	0	4	27	-2	1	-29
COc1ccc(OC)c(NC(=O)C2CCCC2)c1	7	-7	7	2	2	-2	x	4	15
O=C(Cn1nc(-c2ccccc2)ccc1=O)Nc1ccc(N2CCN(C(=O)c3ccccc3)CC2)cc1	2	0	6	2	7	-2	x	3	-4
Cc1cc(C(=O)COC(=O)c2ccc3c(c2)OCO3)c(C)n1Cc1cccs1	-12	4	10	-1	2	7	4	4	-13
O=C(O)c1c2c(nc3ccc(S(=O)(=O)N4CCC(C(=O)N5CCCCC5)CC4)cc13)CCCC2	-4	2	8	3	1	14	3	6	-16
CC1=C(C(=O)NCCN2CCN(C)CC2)C2(CCC(C)CC2)OC1=O (centres undefined)	5	1	0	-2	-2	7	-5	-3	1
CCCOc1cccc(C(=O)Nc2cc(NC(=O)c3ccco3)ccc2OC)c1	2	13	12	0	2	-5	13	10	-2
Cc1ccc(N2C(=O)c3ccccc3C2=O)cc1C	1	5	-8	2	7	-14	-4	x	-15
CCN(CC)C(=O)CSc1nnc(-c2cc3ccccc3cc2O)n1CC	3	7	17	2	0	20	26	3	9
CC1CCN(C(=O)c2cc(-c3ccccc3O)on2)CC1	2	8	6	4	-1	10	8	8	-15
CN(CC(=O)NCc1ccc(F)cc1)S(=O)(=O)c1cccc2nsnc12	1	5	-6	2	8	5	12	9	-25
CC(=O)c1cccc(NS(=O)(=O)c2c(C)n[nH]c2C)c1	1	5	10	4	8	6	12	13	-6
O=C1CN(CC(=O)N2CCOCC2)c2ccccc2O1	9	-14	-3	-2	3	23	-6	-11	-2
CN(C)S(=O)(=O)N1CCN(c2cc(Cl)ccc2Cl)CC1	8	1	-1	6	-2	14	5	6	5
O=S(=O)(NCc1ccco1)c1cccc(S(=O)(=O)N2CCCCC2)c1	10	1	-3	0	1	4	x	-6	-4
CCOC(=O)C(Sc1nnc2c3ccccc3n(CC)c2n1)C(=O)OCC	7	-3	9	3	3	13	-2	4	11
Cn1c(CCNC(=O)c2cccs2)nnc1SCC(=O)Nc1nc(-c2ccccc2)cs1	-3	-3	5	-5	1	5	-15	0	-16
CCOc1ccc(N(CC(=O)N2CCCC2)S(=O)(=O)c2c(C)noc2C)cc1	0	2	-4	1	-4	16	x	7	-8
Cc1cccc2cc(CN(CC3CCCO3)C(=O)c3cccnc3)c3nnnn3c12 (centres undefined)	2	-4	7	4	4	20	-2	4	0
Cc1cc(NC(=O)C2CCCCC2C(=O)O)no1 (centres undefined)	-27	-19	-23	-5	-7	14	8	1	-27
COc1cccc(/C=N/n2cncn2)c1OCC#N	8	1	10	5	5	19	-5	1	18
O=C(O)CCC(NS(=O)(=O)c1ccc(N2CCCC2=O)cc1)C(=O)O (centres undefined)	-2	-5	8	-5	-1	14	-2	4	-1
COC(=O)C1CCN(S(=O)(=O)c2c(C)n(C)c(=O)n(C)c2=O)CC1	4	-3	9	3	-2	17	-5	5	-3
COc1cc(C)c(Br)cc1S(=O)(=O)N1CCCC1	2	6	0	0	1	9	-7	5	0
Cc1cc(C)c(S(=O)(=O)N(C)CC(N)=O)c(C)c1	-6	0	-19	-3	4	-7	2	-15	-30
CCOc1ccc(CN2CCC(=O)NC2=O)cc1	1	7	-7	2	9	-1	8	10	-19
COc1ccc(OC)c(S(=O)(=O)N2Cc3ccccc3CC2C(=O)Nc2nccs2)c1 (centres undefined)	6	-3	-15	2	3	5	-9	-5	-9
O=C(c1ccco1)N1CCN(C(c2ccccc2Cl)c2nnnn2Cc2ccco2)CC1 (centres undefined)	8	-4	6	5	5	17	3	9	7
COc1ccccc1NC(=O)c1ccc(Cl)c(S(=O)(=O)N2CCOCC2)c1	18	-2	-4	-1	-1	8	-5	-1	-22
CCc1ccc(NC(=O)Cn2c(SC)nc3ccccc32)cc1	12	2	-4	1	1	-11	2	-2	6
Cc1cc(=O)n2[nH]c(-c3ccccc3)cc2n1	2	-5	7	1	-3	11	-8	4	6
Cc1ccc2c(CSc3nc4ccccc4c(=O)n3CCCO)cc(=O)oc2c1	4	13	0	-3	-3	5	17	3	4
COC(=O)CSc1nc(C2CC2)nc2ccccc12	4	-2	9	0	1	18	2	2	16
CCN(CC)C(=O)CSCC(=O)Nc1ccccc1	7	16	10	0	0	-6	-4	7	15
CCCc1[nH]nc2c1C(c1ccc(OCCN3CCOCC3)c(OCC)c1)C(C#N)=C(N)O2 (centres undefined)	-2	-2	10	4	1	10	-4	9	-26
CCC1(C)Cc2c(sc3nc(SCC(=O)O)[nH]c(=O)c23)CO1 (centres undefined)	6	10	-3	6	5	-12	8	2	5
COc1ccccc1N1CCN(C(CNS(=O)(=O)c2cccs2)c2cccnc2)CC1 (centres undefined)	6	4	-2	3	-7	23	x	3	-13
Cc1c(C(=O)NC(C)CN2CCCCC2)oc2ccccc12 (centres undefined)	3	5	-2	-4	0	-4	19	-3	-4
COc1ccc(OC)c(-c2[nH]nc3c2C(c2ccco2)C(C#N)=C(N)O3)c1 (centres undefined)	5	-7	-6	1	0	8	-4	4	3

A different layout for two compounds above:
Values in the order – FXIa mix inh, CatS inh, CatG inh, CatB mix inh, CatB inh, AP ELISA ortho, CatL block, E coli RNAP, C1s block
CCC1(C)Cc2c(sc3nc(SCC(=O)O)[nH]c(=O)c23)CO1 (centres undefined)
 : 6, 10, -3, 6, 5, -12, 8, 2, 5
COc1ccccc1N1CCN(C(CNS(=O)(=O)c2cccs2)c2cccnc2)CC1 (centres undefined)
 : 6, 4, -2, 3, -7, 23, x, 3, -13
